Exocytosis inh: blocks lytic granule exocytosis; TALL-104 LAMP-1 surface exposure, flow cytometry; cells stimulated with thapsigargin and PMA; inhibition, % at 10 µM; 360,000 tested, 0.66% active;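 active means inhibition above about 55%, limit read from the data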
aDG glyco act: increases alpha dystroglycan glycosylation; AID 624168; Pro5-aDG cells, alpha-DG glycosylation AlphaScreen (IIH6); 0% Pro5, 100% B10-LARGE cell signal; activation, % at 10 µM; 360,000 tested, 0.22% active;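 active means activation of at least 8% versus controls, or a plate z-score of at least 8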;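 further: Pro5 are CHO cells carrying HIG-tagged alpha-DG that lacks glycosylation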
MC4R antagonist: human MC4R antagonism in cAMP assay. MC4R-expressing cells, MTII-stimulated cAMP, LANCE TR-FRET. inhibition, % at 6.5 µM. 360,000 tested, 0.48% active. AID 540295;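 active means inhibition above its plate's cutoff, the mean of tested wells on that plate plus 3 SD, cut at about 29% in these data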;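 further: 0% = Melanotan II alone and 100% = Melanotan II plus saturating MCL0020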
Target sequence (P32245 whole entry, looked up): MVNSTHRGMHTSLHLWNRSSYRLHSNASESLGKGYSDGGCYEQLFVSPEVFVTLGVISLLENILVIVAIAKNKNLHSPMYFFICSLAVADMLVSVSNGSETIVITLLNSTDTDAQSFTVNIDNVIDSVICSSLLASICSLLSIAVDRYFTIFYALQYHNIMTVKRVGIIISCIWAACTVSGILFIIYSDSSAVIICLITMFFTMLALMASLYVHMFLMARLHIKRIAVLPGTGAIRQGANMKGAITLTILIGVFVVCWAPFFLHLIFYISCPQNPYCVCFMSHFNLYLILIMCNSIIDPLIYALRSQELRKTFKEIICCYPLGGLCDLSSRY
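Material – human MC4R-expressing U2OS cells · Repeats – no replicates · Detection – TR-FRET with Eu-cAMP and labeled anti-cAMP, 671 nm · Times – compound 30 min, challenge 1 h, detection 1 h · Compound – single nominal compound dose of 6.5 µM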
ABCB6 inh 2: human ABCB6 transporter inhibition | fluorescence ratio to DMSO, % at 10 µM | AID 602162 | Q9NP58 | 360,000 tested, 0.19% active | K562-ABCB6 porphyrin accumulation, flow cytometry, 1 h; active compounds read low;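 active means fluorescence ratio to DMSO below 75%, the collection mean minus 3 SD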;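 further: signal is porphyrin accumulated inside mitochondria; 100% equals median channel fluorescence of DMSO control wells; lower ratio means ABCB6 inhibition with less porphyrin fluorescence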
MC4R ag barr: human MC4R agonism via beta-arrestin; U2OS MC4R beta-arrestin complementation, luminescence; percent of melanotan II response, DMSO zero; P32245; activation, % at 8.9 µM; 360,000 tested, 0.98% active;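 active means activation above a per-plate cutoff, the mean activation of sample wells on that plate plus 3 SD, cut at about 8% in these data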
ABHD5-PLIN5 inh: ABHD5-PLIN5 protein interaction inhibition; Q00G26+Q8WTS1; Split G. princeps luciferase complementation, luminescence, 4 h; inhibition, % at 4 µM; 360,000 tested, 0.78% active; AID 602281;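 active means inhibition above the mean inhibition across every tested compound plus 3 SD, cut at about 22% in these data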;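 further: 0% = DMSO only wells and the 100% control is not disclosed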
Cardio protect: protects H9c2 cardiomyocytes from peroxide injury. 360,000 tested, 0.63% active. protection from H2O2 cell death, % at 20 µM. H2O2 injury protection, ATPLite, 2 h;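 active means compounds giving at least 50% protection of heart cells from peroxide-induced death in the single-dose screen, raw or plate-pattern-corrected value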;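 further: 0% = DMSO wells with peroxide and 100% = DMSO wells without peroxide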
N-glyco inh: N-linked glycosylation inhibition | reporter increase, % at 12.5 µM | D54 ERlucT glycosylation luciferase reporter, 24 h; percent of 100 nM tunicamycin response | AID 588692 | 360,000 tested, 0.23% active;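 active means mean luciferase reporter signal, scaled so untreated is 0 and the glycosylation-blocking control 100, at or above a set limit in every replicate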;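 further: luciferase carries N-glycosylation sites so blocking glycosylation raises the light; 0% = median of neutral control wells and 100% = median of 100 nM tunicamycin wells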
iPSC survival up: increases survival of single human iPS cells; hiPSC single-cell survival, ATPlite luminescence; 100% = ROCK inhibitor wells, 0% = DMSO; survival enhancement, % at 20 µM; 360,000 tested, 0.044% active; in the data active means survival enhancement above about 18%;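 further: cells exposed to compounds for 16 hours before the ATP read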
m5-HT2A agonist: mouse HTR2A agonism via beta-arrestin recruitment; P35363; CHO-K1 mHTR2A beta-arrestin complementation, luminescence; percent of 30 µM serotonin response; activation, % at 7.6 µM; 360,000 tested, 0.66% active; AID 624169;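 active means activation above a run cutoff, the mean activation of all tested compounds plus 3 SD, cut at about 14% in these data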;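 further: 0% = plate median of compound wells and 100% = 30 µM serotonin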
Target sequence (P35363 whole entry, looked up): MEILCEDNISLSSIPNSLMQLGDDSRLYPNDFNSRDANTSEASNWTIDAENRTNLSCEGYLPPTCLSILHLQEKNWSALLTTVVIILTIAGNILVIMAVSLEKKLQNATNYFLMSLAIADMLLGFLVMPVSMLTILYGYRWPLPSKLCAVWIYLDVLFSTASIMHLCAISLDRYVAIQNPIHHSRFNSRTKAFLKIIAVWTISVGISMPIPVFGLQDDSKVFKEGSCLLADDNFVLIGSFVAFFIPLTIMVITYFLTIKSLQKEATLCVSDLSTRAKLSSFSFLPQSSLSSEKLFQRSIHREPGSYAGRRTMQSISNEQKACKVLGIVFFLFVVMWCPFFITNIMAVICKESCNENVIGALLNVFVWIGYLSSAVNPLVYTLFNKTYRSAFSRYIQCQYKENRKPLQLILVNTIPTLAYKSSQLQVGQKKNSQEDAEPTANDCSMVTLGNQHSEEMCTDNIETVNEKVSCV
An asterisk follows results filed as active; x = no result given.

The first four records, ahead of the listing:
SMILES | Exocytosis inh | aDG glyco act | MC4R antagonist | ABCB6 inh 2 | MC4R ag barr | ABHD5-PLIN5 inh | Cardio protect | N-glyco inh | iPSC survival up | m5-HT2A agonist
COc1cc(OC)cc(-c2cc3ccc(F)cc3cn2)c1 | -1 | 0.5 | -10 | 102 | -1.6 | 12 | -27 | -5 | -2.6 | -9
C/C(=N\NC(=O)c1cc(C)nc2ccccc12)c1cccc(Cl)c1 | 0 | 0.5 | 3 | 102 | -4.9 | 4 | -3 | 4 | -0.2 | 0
Cc1ccc(C(=O)N(Cc2nc3ccccc3c(=O)[nH]2)C2CCCC2)cc1 | 0 | 0.6 | 10 | 97 | -2.3 | 1 | -4 | -2 | 0.0 | 2
O=C(O)CCCC(=O)OCc1c(-c2ccccc2)ncc2ccccc12 | 1 | 0.0 | 7 | 100 | -1.1 | -5 | -5 | 2 | 2.5 | -4

All compounds of this part, from the start:
SMILES | Exocytosis inh | aDG glyco act | MC4R antagonist | ABCB6 inh 2 | MC4R ag barr | ABHD5-PLIN5 inh | Cardio protect | N-glyco inh | iPSC survival up | m5-HT2A agonist
COc1cc(OC)cc(-c2cc3ccc(F)cc3cn2)c1 | -1 | 0.5 | -10 | 102 | -1.6 | 12 | -27 | -5 | -2.6 | -9
C/C(=N\NC(=O)c1cc(C)nc2ccccc12)c1cccc(Cl)c1 | 0 | 0.5 | 3 | 102 | -4.9 | 4 | -3 | 4 | -0.2 | 0
Cc1ccc(C(=O)N(Cc2nc3ccccc3c(=O)[nH]2)C2CCCC2)cc1 | 0 | 0.6 | 10 | 97 | -2.3 | 1 | -4 | -2 | 0.0 | 2
O=C(O)CCCC(=O)OCc1c(-c2ccccc2)ncc2ccccc12 | 1 | 0.0 | 7 | 100 | -1.1 | -5 | -5 | 2 | 2.5 | -4
Cc1ccnc(N2CCC(C(=O)NNC(=O)c3ccncc3)CC2)n1 | 0 | 0.3 | 3 | 99 | -4.2 | -2 | 4 | 1 | -0.4 | -2
Cc1ccc(Cl)cc1N1CCN(S(=O)(=O)c2ccc3c(c2)NC(=O)C(C)C(=O)N3)CC1 (stereo not drawn) | 4 | -0.3 | 20 | 103 | -0.3 | -5 | -23 | 0 | 2.7 | -2
N/C(=N\N=C\c1cccs1)SC1CC(=O)N(c2cccc([N+](=O)[O-])c2)C1=O (stereo not drawn) | 3 | -0.3 | 4 | 96 | -1.6 | 2 | 0 | 2 | -1.9 | 2
CN1CCN(C(=O)C2CCC(C)(C(=O)O)C2(C)C)CC1 (stereo not drawn) | -3 | 0.1 | 2 | 102 | 0.5 | 6 | 2 | 2 | -0.1 | 3
Cc1cc([N+](=O)[O-])nn1CC(=O)N/N=C/c1ccccc1F | 3 | 0.2 | 6 | 94 | -2.7 | -8 | 1 | -1 | -0.4 | -2
Cc1ccccc1NC(=O)CSc1nc(N)c2c3c(sc2n1)CSC(C)(C)C3 | 8 | 0.0 | 21 | 91 | 2.2 | 1 | -13 | -4 | 4.4 | 2
NC(=O)c1cccn1-c1ncc(C(F)(F)F)cc1Cl | -2 | 0.4 | 0 | 100 | -1.7 | 1 | -8 | -1 | 0.3 | 0
C[C@@H]1CN([C@H](C)CO)C(=O)c2c(c3ccccc3n2C)-c2ccccc2CO[C@@H]1CN(C)S(=O)(=O)c1cccs1 | 9 | 0.2 | 1 | 96 | -1.3 | 6 | -2 | -1 | 11 | 1
O=C(NC1CCCCC1)c1cccs1 | 1 | 0.1 | -3 | 92 | -1.5 | -4 | 1 | -2 | -1.2 | 9
O=C(CSc1nnc(NC(=O)C2CC(=O)N(c3ccc(F)cc3)C2)s1)NC1CCCC1 (stereo not drawn) | 1 | 0.3 | 3 | 98 | -0.4 | 2 | 3 | 3 | -0.2 | 0
O=C(NCc1cccnc1)Nc1cccc([N+](=O)[O-])c1 | -5 | 0.0 | 9 | 102 | -2.6 | -4 | 2 | -2 | 0.4 | -3
COc1ccc(CCNC(=O)CCN2C(=O)C3CC=CCC3C2=O)cc1OC (stereo not drawn) | -2 | -0.1 | 12 | 85 | -2.4 | -1 | -1 | -1 | -0.6 | 5
CN(C)S(=O)(=O)N1CCN(C(=O)N2CCCCC2)CC1 | -1 | 0.0 | 3 | 98 | -0.7 | 0 | 2 | 1 | 8.0 | 5
COc1ccc(CN2C(=O)c3ccccc3C2OC)cc1 (stereo not drawn) | -1 | 0.1 | 8 | 96 | -0.6 | -4 | 2 | -1 | 0.4 | 1
Cc1nc(NN)c2c3c(sc2n1)COC(C)(C)C3 | 1 | 0.0 | 26 | 101 | -0.6 | -4 | 2 | 4 | -0.5 | -1
COc1ccc2cc(C(=O)NCc3ccco3)c(=Nc3ccc(C(=O)O)cc3)oc2c1 | 5 | -0.2 | 9 | 99 | -3.1 | 0 | 2 | 0 | 1.0 | 0
NS(=O)(=O)c1ccc(NC(=O)COC(=O)CCc2ccccc2)cc1 | -1 | 0.1 | 12 | 92 | 0.7 | -3 | 6 | 1 | 0.6 | 0
CC12CN3CC(C)(CN(C1)C3c1cc(Br)ccc1O)C2=O (stereo not drawn) | 0 | -0.2 | 7 | 93 | -0.2 | 2 | -4 | 1 | -1.9 | 5
Cc1cc(C(=O)N/N=C/c2ccc(C)s2)n[nH]1 | -8 | 0.1 | 8 | 95 | -0.1 | -4 | -5 | 0 | -0.6 | 5
COc1ccc(-n2c(SCC#N)nc3c(sc(=S)n3-c3ccccc3)c2=O)c(OC)c1 | -16 | 0.0 | 12 | 99 | -0.1 | 2 | 3 | -3 | 1.2 | 0
COc1ccccc1NC(=S)NN=C(C)c1ccccn1 | -4 | -0.5 | -11 | 92 | 1.0 | 0 | 18 | -11 | -1.3 | -7
CC1(C)CC(=O)C(C=NCCN2CCN(C(=O)c3ccccc3)CC2)=C(O)C1 | 2 | -0.1 | 0 | 105 | -3.3 | -5 | 4 | 2 | -2.5 | -5
CC(C)C[C@H](NC(=O)NC(C)C)C(=O)O | -1 | -0.1 | -6 | 98 | 0.8 | -1 | 3 | 2 | 3.7 | -3
COc1ccc(Br)cc1C(=O)Nc1ccccc1N1CCCC1 | 3 | 0.0 | 9 | 94 | -0.6 | -4 | -10 | 0 | 0.7 | -5
CC(C)(C)OC(=O)N1CCC(c2c(C(=O)NCC3CCN(C4CCCC4)C3)cnn2-c2ccccc2Cl)CC1 (stereo not drawn) | 21 | 0.2 | 13 | 101 | -1.7 | 1 | -1 | -4 | -0.3 | -1
COc1ccc(N2CCN(C(=O)c3ccc(Cn4c(=S)[nH]c5ccc(N6CCOCC6)cc5c4=O)cc3)CC2)cc1 | -1 | 2.2 | -2 | 91 | -1.7 | 2 | -10 | -4 | 0.1 | 6
O=C(NNS(=O)(=O)c1ccc(Cl)cc1)c1sccc1-n1cccc1 | 4 | 0.0 | 0 | 102 | -2.3 | -3 | 0 | 1 | -0.4 | -8
N#C/C(=C\c1ccncc1)c1ccccn1 | -9 | 0.3 | 7 | 92 | 0.6 | 12 | 9 | 4 | 0.6 | 0
CCc1ccccc1NC(=O)CNC(=O)c1ccc(OCc2cn3ccccc3n2)cc1 | -26 | 0.1 | 0 | 96 | -2.0 | 5 | 0 | -2 | -0.4 | -1
CC(C(C(=O)N1CCCCC1)N1CCCCC1)N1CCCCC1 (stereo not drawn) | 21 | -0.1 | -1 | 105 | -0.5 | 2 | 2 | 1 | -3.9 | -1
COc1ccc(NC(=O)C[C@H]2C(=O)N(Cc3cccnc3)C[C@@H]2Cc2ccccc2)cc1 | -2 | 0.0 | 5 | 88 | 1.3 | -3 | 11 | 1 | 4.5 | -1
C#CCOc1c(Cl)cc(/C=N/O)cc1OC | -6 | 0.0 | -6 | 98 | 0.3 | 4 | 2 | 0 | 2.4 | 0
Nc1c2c(nc3ccccc13)CCCC2=O | -1 | 0.3 | 15 | 100 | -2.2 | -5 | 8 | 7 | -0.9 | -2
COc1ccccc1CNC(=O)COC(=O)c1ccco1 | 3 | 0.0 | 2 | 85 | -1.5 | 12 | 2 | 1 | -1.3 | 2
Cn1nc([N+](=O)[O-])nc1Oc1ccccc1 | 2 | -0.1 | 5 | 96 | -1.5 | 10 | 0 | 2 | 0.7 | -1
Cc1cc(NC(=O)CSC2=NS(=O)(=O)c3cc(F)ccc3N2)no1 | -2 | 0.0 | 13 | 99 | -1.9 | -7 | 4 | 1 | -0.5 | -1
CN(NC(=O)c1ccc(Cl)cc1)c1ncc(C(F)(F)F)cc1Cl | -8 | 0.0 | 1 | 96 | -1.0 | -5 | 1 | 1 | -0.4 | -4
CS(=O)(=O)N1CCC2CC1c1cc(-c3ccccc3)ccc12 (stereo not drawn) | -1 | 0.3 | -1 | 107 | -0.6 | 7 | -17 | 1 | 5.5 | 0
Cc1ccc(SCC(=O)OCC(=O)N(C)CC(=O)Nc2ccccc2Cl)cc1C | 4 | 0.1 | 8 | 101 | -0.4 | -1 | -5 | 2 | -0.4 | 0
CC(C)NC(=O)N1Cc2cc(C(=O)NC3CCCC3)nc(-c3cccc(-c4cccnc4)c3)c2[C@@H]1CCO | -3 | -0.1 | x | 98 | x | 13 | x | x | 1.0 | -4
COc1ccc(CCNC(=O)/C(=C/c2cccnc2)NC(=O)c2ccccc2)cc1OC | -2 | 0.0 | -3 | 96 | -0.4 | -1 | 4 | 2 | 1.5 | 4
CCC(C)C(=O)N1c2ccccc2C(=C2SC(C(=O)OC)=C(C(=O)OC)S2)C(=S)C1(C)C (stereo not drawn) | 2 | -0.8 | 8 | 83 | -3.9 | -16 | -20 | -2 | -0.8 | -1
CSCCC(NC(=O)COc1ccccc1)C(=O)NCc1cccs1 (stereo not drawn) | 5 | -0.2 | 6 | 97 | -0.2 | 2 | -1 | 0 | -0.3 | -3
Cc1nc2cc(C(=O)NCCN3CCOCC3)ccc2n1-c1ccc(F)cc1F | 2 | -0.2 | -2 | 102 | -1.1 | 3 | 5 | -1 | 0.3 | -5
CN(c1ccccc1)S(=O)(=O)c1ccc(C(=O)OCC(=O)NC(N)=O)cc1 | 1 | -0.1 | -4 | 93 | -0.6 | 3 | 1 | 1 | 2.9 | -4
CC(=O)NC(Cc1ccc(C)cc1)C(=O)NC1CCN(C(=O)c2ccc([N+](=O)[O-])cc2)CC1 (stereo not drawn) | 8 | -0.3 | 0 | 99 | 6.4 | 8 | 0 | 1 | -1.1 | 1
Cc1ccccc1Nc1ccc([N+](=O)[O-])cn1 | 9 | 0.0 | -3 | 98 | 0.3 | 11 | -1 | 0 | 0.1 | 0
COc1cc(OC)nc(Oc2ccccc2C(=O)Oc2ccc(C)cc2)n1 | -1 | 0.1 | 8 | 96 | 2.9 | -2 | -7 | 1 | -0.9 | -7
CCc1nc2ccc(C(=O)NCc3cccs3)cn2c1N(CCC(C)C)CCN(C)C | 15 | 0.0 | 12 | 94 | -1.7 | 15 | 3 | 2 | -1.0 | 2
O=C(O)C1CCN(C(=O)CSc2nnc3ccccn23)CC1 | -6 | -0.1 | 7 | 98 | -1.1 | 12 | 6 | 4 | 0.9 | 9
COc1ccc(C2(C)NC(=O)N(CC(=O)Nc3ccc(Br)cc3F)C2=O)cc1OC (stereo not drawn) | -10 | 0.3 | 13 | 101 | 0.8 | 8 | -4 | -1 | 0.1 | -3

Compound activity as filed in PubChem BioAssay.

Compounds as they come; overall some 4.5% were active at least once.
